# NCI-60 one-dose screen, 48 h, at 10 µM unless noted. Numbers give growth in % (100 = growth as untreated, 0 = no growth, -100 = all killed).
# HL-60(TB): HL-60(TB) leukemia cells; AID 1794776; hit rate 9% among 78,000; active means growth percent below 10
# Active calls of the source: *; & = joins results of further samples; [ ] = dose if it differs, or a comment.
# The first 4 records, to show the layout:
SMILES,HL-60(TB)
Oc1ccc2ccccc2c1-c1c(O)ccc2ccccc12,114.5
CN=C1N[N+]2=CCCCC2(C)S1 (configuration not stated),99.7
Cc1ccc2c(c1)/C(=N/c1n[nH]c(=S)s1)C(=O)N2,83.7
O=C(O)c1ccc(N/C=C/C(=O)c2ccc(F)cc2)cc1,110.7

# All compounds of this part (from the top)
SMILES,HL-60(TB)
Oc1ccc2ccccc2c1-c1c(O)ccc2ccccc12,114.5
CN=C1N[N+]2=CCCCC2(C)S1 (configuration not stated),99.7
Cc1ccc2c(c1)/C(=N/c1n[nH]c(=S)s1)C(=O)N2,83.7
O=C(O)c1ccc(N/C=C/C(=O)c2ccc(F)cc2)cc1,110.7
COc1ccc2c(c1)O/C(=C\c1ncc([N+](=O)[O-])n1C)C2=O,-3.9*
C/C(=N\O)c1ccc(NC(=O)CSc2nc3[nH]c(=O)n(C)c(=O)c3[nH]2)cc1,117.2
COc1ccc(Nc2ccc(C(N)=O)c(NCCCNC(=O)C3CCC3)n2)cc1,57.8
Cc1cc(Nc2c3ccccc3nc3ccccc23)ccc1NS(C)(=O)=O,32.2
O=C(O)CCCN1C(=O)/C(=C/c2ccccc2)SC1=S,54.4
N#C/C(=C\c1ccccc1)C(=O)Nc1cc(-c2ccccc2)nn1-c1ccccc1,99.7
Cc1ccc(S(=O)(=O)NCCNc2nccc(-n3cnc4ccccc43)n2)cc1,91.2
O=C1Nc2ccccc2C1=Nc1ccccc1-c1ccccc1,68.2
Cc1ccc(S(=O)(=O)O)c(C)c1,100.1
N#Cc1cc(NC(=O)Nc2nnc(-c3ccncc3)s2)ccc1-c1cn[nH]c1,106.6
Nc1ccc(N=Nc2ccc(S(=O)(=O)O)cc2)cc1,113.2
COc1cc2c(cc1OC)C1Cc3cc(OC)c(OC)cc3C(C2)N1,93.5
C=C(C)[C@@H]1CC[C@]2(C)[C@H](CC=C3[C@@H]4[C@@H](C)[C@H](C)CC[C@]4(C(N)=O)CC[C@]32C)[C@@]1(C)CCC#N,-28.7*[100 µM]
N#Cc1c(-c2ccc(O)cc2)c2c(N)nn(-c3ccccc3)c2[nH]c1=O,102.0
Clc1ccc2oc3c(NCCCN4CCOCC4)c4ccccc4nc3c2c1,20.8
O=C(Nc1ccc(Cl)c(Cl)c1)NS(=O)(=O)c1cnccc1Oc1ccc(F)cc1,54.0
CCc1cccc(CC)c1NC(N)=S,58.5
COc1ccc(/C=C/c2nc3ccccc3n3c(=S)[nH]nc23)cc1,82.2
COc1ccc(-c2nc3sc(C)nn3c2-c2nc3ccc(C)cc3[nH]2)cc1,103.5
COc1ccc(-c2c(-c3ccccc3)nc3sc4cc(OC)ccc4n23)c(OC)c1,90.4
COc1ccc(NC(=O)Oc2c(C)cc(Cl)cc2[N+](=O)[O-])cc1,99.3
CCOc1cc2c(cc1OCC)C(c1cc(Cl)ccc1O)NCC2 (configuration not stated),96.2
CN1C(=O)C(=S(C)C)C(=O)N(C)C1=O,89.6
CCCCNC(C)(C)COC(=O)c1ccc(N)cc1,65.1
Cc1nc2ccc(N)nc2nc1C,102.6
CS(=O)(=O)Nc1ccccc1N,103.1
Cc1c(CC(=O)N(C)CCO)cc(-c2ccc(Cl)cc2)n1-c1ccccc1,97.0
CCC(NN)C(=O)OCc1ccccc1 (configuration not stated),73.3
Cc1ccc(N)c(Br)c1,65.7
CNC(=O)Oc1ccc(C(=O)OCCO)cc1,96.5
CCc1ccc(CCC(=O)Nc2ncc(Cc3cc(Cl)ccc3Cl)s2)o1,-44.5*
O/N=C(/Cc1ccccc1)c1ccccc1,111.4
CNC(=O)Oc1c(OC)cccc1OC,89.2
COc1ccc(/C=N/c2n[nH]c(Nc3ccccc3)n2)cc1OC,99.6
CC/C=C1/C(=O)C=C[C@@H]1C/C=C\CCCC(=O)O,52.1
Cc1ccc(S(=O)(=O)N\N=C2/C=C\C(=N\NS(=O)(=O)c3ccc(C)cc3)CCc3ccc(cc3)CC2)cc1,93.7
N#CNc1nc2ccccc2[nH]1,110.0
COc1ccc(-c2nc3c(C)cccn3c2C(C)=O)cc1,105.7
COc1ccc(-c2csc(NC(=O)CSc3nc(C)c(-c4ccccc4)n3Nc3ccccc3)n2)cc1,50.3
CC1(C)CNC(=S)N1Cc1ccccc1,94.8
O=C1c2ccccc2CC2(O)C(c3ccccc3)NCC(O)CN12 (configuration not stated),99.6
Cc1nc2sccn2c1-c1nnc(SCc2ccccc2)o1,89.9
CCCOC(=O)N[C@H]1CCc2c(Cl)c(OC)c(OC)c(OC)c2-c2ccc(SC)c(=O)cc21,-36.0*
N=C(N=Nc1c(O)[nH]c2ccccc12)C(=N)N=Nc1c(O)[nH]c2ccccc12,120.8
Nc1cc2cc(Br)ccc2c(=O)n1NC(=O)c1ccc(Br)cc1,97.8
N#Cc1cnc2ccc(NCc3cnc[nH]3)cc2c1Nc1ccc(F)c(Cl)c1,79.4
COC(=O)/C(CCC=C(C)C)=C1\[C@@H](OC(C)=O)C[C@@]2(C)[C@H]1C[C@@H](O)[C@H]1[C@@]3(C)CC[C@@H](OCCC#N)[C@@H](C)[C@@H]3CC[C@@]12C,30.2
O=c1c(F)cnc2n1Cc1ccccc1CO2,87.2
Nc1nc2nc[nH]c2c(=O)[nH]1,113.1
CC1CCC2NC(=O)C3(C2C1)C(C(=O)C1CCCCC1)C1(C(=O)NC2CCCCC21)C1CCCN13 (configuration not stated),93.6[20 µM]
CCC(c1ccc(OC)cc1)C(CC)c1ccc(N(C)C)cc1 (configuration not stated),101.2
c1ccc(/C(=N/c2sc(-c3ccccc3)nc2-c2ccccc2)N2CCN(c3ccccc3)CC2)cc1,99.3
COc1cc(C(O)c2nc3ccccc3s2)cc(OC)c1OC (configuration not stated),60.8
Cn1c(=S)c2[nH]c(SC3CCCC3)nc2n(C)c1=O,105.3
C=C(C)CC1(CC)C(=O)NC(=S)NC1=O,98.6&100.1
Cc1nc2c(=O)[nH]c(=S)[nH]c2[nH]c1=O,96.3&75.3

# Fetched one by one from the entries so far:
SMILES,HL-60(TB)
Cc1nc2c(=O)[nH]c(=S)[nH]c2[nH]c1=O,96.3&75.3
CC1CCC2NC(=O)C3(C2C1)C(C(=O)C1CCCCC1)C1(C(=O)NC2CCCCC21)C1CCCN13 (configuration not stated),93.6[20 µM]

# (listing goes on)
SMILES,HL-60(TB)
COc1cc(C(=O)/C=C/c2ccc3nc(-c4cc(F)cc(F)c4)sc3c2)cc(OC)c1OC,60.1
CC1(C)CC(=O)C2=C(C1)OC1=C(C(=O)CC(C)(C)C1)C2c1ccc(OCc2cn(-c3ccc(F)cc3)nn2)cc1,70.6
CS(=O)(=O)c1cccnn1,107.6
O=C(Nc1ccccc1)Oc1c(Cl)c(Cl)c(Cl)c(Cl)c1Cl,92.2&86.8
O=C(NC(Cc1c[nH]c2ccccc12)C(=O)O)OCC1c2ccccc2-c2ccccc21 (configuration not stated),97.9
O=C(c1ccc(Cc2n[nH]c(=O)c3cccnc23)cc1)N1CCCC1,101.6
O=C(CCCCCCCCCCBr)OCc1ccccc1,100.5
O=S(=O)(O)CCCCCCc1ccccc1,93.0
O=C1c2ccccc2-c2cc(Br)ccc2NC1O (configuration not stated),112.7
O=C(O)C1(Nc2ccc(-c3ccc(Cl)cc3)cc2)CCCC1,84.1
COc1cc(-c2nc(SC(C)C)nc(Nc3ccc(C)cc3)c2C#N)cc(OC)c1OC,89.0
O=c1c(N=Nc2ccc(Cl)cc2)c(O)n(-c2ccc(Cl)cc2)n1-c1ccc(Cl)cc1,78.8
CN(C)Cc1cc(C(C)(C)C)cc(Br)c1O,122.8
O=C1N(CCc2ccccc2)c2ccc(Br)cc2C12NN=C(c1ccccc1)S2 (configuration not stated),72.6
O=C1CCC(=O)N1Br,116.9
CN(C)CCCC(C#N)c1ccccc1 (configuration not stated),118.0
CCOC(=O)C(C(C)=O)c1nc2sc3cc(Cl)ccc3n2c(=N)c1C#N (configuration not stated),115.3
CCCCCc1cc(OC(=O)c2c(O)cc(O)cc2CCCCC)cc(O)c1C(=O)O,93.0
CCCCC[C@@H]1N=C(N)N[C@@H]2CC[C@H]1O2,126.8
O=C(O)Cc1ccccn1,105.9
N#Cc1c(N)c2nnn(-c3ccc(S(N)(=O)=O)cc3)c2[nH]c1=O,84.1
CN1CCN(c2ccc(/C=N/Nc3nc4ccccc4c(=O)n3-c3ccccc3)cc2)CC1,112.8
O=C(COc1ccc(/C=C2\Oc3ccc4ccccc4c3C2=O)cc1)c1ccc([N+](=O)[O-])cc1,75.9
COc1ccc(CCNC(=O)Cc2cc3c(cc2[N+](=O)[O-])OCO3)cc1OC,97.0
O=C1C=C(O)c2ccccc2C1=O,81.9
CCNC(=O)Oc1ccc[nH]c1=O,94.1
COc1cc2cc(Oc3ccc(NC(=O)Nc4ccc(Cl)c(Cl)c4)cc3)c(C)nc2cc1OC,9.6*
O=C1/C(=C\c2ccc(F)cc2)Sc2c(F)cccc21,96.6
COc1ccc(C2=NOC(C(=O)N3CCCC3)C2)cc1OC1CCCC1 (configuration not stated),100.0
CCN1CCC(Nc2ccnc3cc(Cl)ccc23)CC1,52.6
CSC1=NC2C(N(C)C(=O)N2c2ccccc2)N1/N=C/C=C/c1ccccc1 (configuration not stated),97.0
N#Cc1c(-n2c(Br)c(Br)c3cc(Br)ccc32)[nH]c2c(Br)cc(Br)cc12,1.1*
COc1ccc2oc(=O)cc(/C=C3/C(=O)NC(=S)NC3C)c2c1 (configuration not stated),95.3
O=[N+]([O-])c1cc(Br)ccc1NS(=O)(=O)c1ccccc1,98.5&113.5
N=CN,107.1
C/C(=C/C(C)(C)C)C(=O)C(C)(C)C,99.5
CC(C)CSc1nc(NN)c(C#N)c(-c2ccccc2)n1,105.9
COc1cc(/C=C/C(=O)c2cc(NC(=O)c3ccc4cc(-c5cccc(Cl)c5)ccc4c3)ccc2O)cc(OC)c1OC,74.8
[N-]=[N+]=NS(=O)(=O)c1cccc([N+](=O)[O-])c1,85.5
O=[N+]([O-])c1cccc([I+]c2cccc([N+](=O)[O-])c2)c1,61.9
Cc1ccc(/C=C2/C(=O)N(C)c3ccc(S(=O)(=O)Nc4ccc(C(C)(C)C)cc4)cc32)s1,97.0
N=C(N)c1ccc(-c2ccc(-c3cccs3)o2)o1,101.9
CCOC(=O)C1(Cc2ccccc2)CCCCCC1=O (configuration not stated),113.4
CCOC(=O)c1ccc(N=Nc2c(N)nc(N)[nH]c2=O)cc1,97.7
CCCCCCCCCCCCCCCCCCOc1ccc(CC(=O)OCC[N+]2(C)CCCCC2)cc1,83.4
NNC(=O)NO,94.4
COc1ccc2nc(-c3c(-c4ccc(F)cc4)nc4ncccn34)[nH]c2c1,85.0
CCCCc1ccc(-c2cc(/C=N\O)no2)cc1,120.4

# At a glance, some entries already given:
SMILES,HL-60(TB)
COc1cc(/C=C/C(=O)c2cc(NC(=O)c3ccc4cc(-c5cccc(Cl)c5)ccc4c3)ccc2O)cc(OC)c1OC,74.8
[N-]=[N+]=NS(=O)(=O)c1cccc([N+](=O)[O-])c1,85.5
O=[N+]([O-])c1cccc([I+]c2cccc([N+](=O)[O-])c2)c1,61.9

# (listing goes on)
SMILES,HL-60(TB)
O=S(=O)(NCCCNc1nccc(-n2ccc3cccnc32)n1)c1cccc(Br)c1,106.7
COc1cc(-c2nc(-c3ccccc3)[nH]c2-c2ccnc(NCCCNS(=O)(=O)c3ccc(C)cc3)n2)ccc1Cl,83.0
O=C(O)c1ccc(-c2nn(-c3ccc(C(F)(F)F)cc3)cc2CNc2cccc(C(=O)O)c2)cc1,103.9
Cc1ccc(/C=N/NC(=O)c2ccc(S(C)(=O)=O)cc2)cc1,75.7
CCN1CCN(c2cc(C)nc(N(CCNc3ccnc4cc(Cl)ccc34)Cc3ccc4c(c3)OCO4)n2)CC1,-61.8*
O=S(=O)(NCCNc1cc(-c2cn(-c3ccccc3)nc2-c2cccc(O)c2)ccn1)c1cccc2ccccc12,65.3
O=C(NCc1cccc(CNC(=O)Nc2nc3ccccc3[nH]2)c1)Nc1nc2ccccc2[nH]1,10.1
O=C(N/N=C/C[C@@H]1[C@@H](/C=C/[C@@H](O)COc2ccccc2)[C@H](O)C[C@@H]1O)c1ccncc1,92.0
CCc1cc2c(cc1Cl)nc1c(=O)[nH]c(=O)nc-1n2CCOCC(C)(C)C,82.0
CC(/C=C1\SC(=S)N(CCCC(=O)NC(CC(C)C)C(=O)O)C1=O)=C\c1ccccc1 (configuration not stated),63.4
O=C(O/N=C(\Cn1cncn1)c1ccc(Cl)cc1)c1ccc(Cl)cc1Cl,93.9
COc1ccccc1CNC(=O)C1c2ccccc2C(=O)N(CC(C)C)C1c1cccs1 (configuration not stated),67.9

# Quoted from the listing:
# In HL-60(TB), CC(/C=C1\SC(=S)N(CCCC(=O)NC(CC(C)C)C(=O)O)C1=O)=C\c1ccccc1 (configuration not stated) reads 63.4
# In HL-60(TB), COc1cc(-c2nc(-c3ccccc3)[nH]c2-c2ccnc(NCCCNS(=O)(=O)c3ccc(C)cc3)n2)ccc1Cl reads 83.0
# In HL-60(TB), O=S(=O)(NCCNc1cc(-c2cn(-c3ccccc3)nc2-c2cccc(O)c2)ccn1)c1cccc2ccccc12 reads 65.3
# In HL-60(TB), Cc1ccc(/C=N/NC(=O)c2ccc(S(C)(=O)=O)cc2)cc1 reads 75.7
# In HL-60(TB), O=S(=O)(NCCCNc1nccc(-n2ccc3cccnc32)n1)c1cccc(Br)c1 reads 106.7

# Remaining list, next part.
SMILES,HL-60(TB)
COC(=O)N/N=C\c1ccc(O)c(OC)c1,102.3
CN(Cc1ccccc1)C(=O)OCCO,98.3
Cc1cc(N2CCSCC2)nc(NC2CCCC(Nc3ccnc4cc(Cl)ccc34)C2)n1 (configuration not stated),-68.7*
Cc1ccc(S(=O)(=O)OC2C(COCC(=O)O)OC3OC(C)(C)OC32)cc1 (configuration not stated),103.9
COc1ccc2c(c1)=C(c1sc(Nc3nnc(-c4ccc(O)cc4)s3)nc1O)C(=O)N=2,108.3
S=C(NCc1ccc2c(c1)OCO2)N1CCN(c2ncnc3c2oc2ccccc23)CC1,19.7
CCOc1ccc(NC(=O)NCc2ccco2)cc1,112.4
COc1cc(/C=C/C(=O)c2cccc(OCC(=O)O)c2)cc(OC)c1OC,96.4
Cc1nc2scc(-c3ccccc3)n2c(=O)c1CCN1CCOCC1,88.9
COc1cc(/C=N/NC(=S)NNC(=S)NC2CCCCC2)cc(OC)c1OC,104.3
CN(C)c1ccc(N=Cc2ccc(N3CCOCC3)cc2)cc1,16.6

# Bioassay records from PubChem BioAssay.

# Only part of the results is shown; count on the stated rates, not on these rows.
